TRPML3 ag – human mucolipin-3 channel agonism. 220,000 tested, 0.29% active. HEK293 TRPML3-YFP, Fluo-8 calcium fluorescence; 100% = the carbachol control signal. activation, % at 3 µM. AID 1448. Q8TDD5;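 active = activation above its plate's cutoff, the mean activation of the plate's test wells plus 3 SD, cut at about 12% in these data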;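 also: 0% = DMSO only wells and 100% = carbachol wells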
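Material: HEK293 cells stably carrying human TRPML3-YFP; compound dosing: single dose, 3 µM final nominal compound, 0.3% DMSO final; incubation: 1-h 37 °C dye load, 5-s basal, 120-s post-compound reads; technique: Fluo-8 intracellular calcium fluorescence, excitation 470-495 nm, emission 515-575 nm; read-out basis: percent activation from peak-to-basal fluorescence ratio, scaled between DMSO and carbachol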
S1P4 antagonist – human S1P4 receptor antagonism. O95977. 220,000 tested, 0.26% active. S1P4-expressing cells, antagonist mode, reporter read-out. inhibition, % at 4.98 µM; in the data active = inhibition above about 29%;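 also: 0% = wells stimulated with agonist and 100% = vehicle wells without agonist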
Target sequence (O95977 whole entry, looked up): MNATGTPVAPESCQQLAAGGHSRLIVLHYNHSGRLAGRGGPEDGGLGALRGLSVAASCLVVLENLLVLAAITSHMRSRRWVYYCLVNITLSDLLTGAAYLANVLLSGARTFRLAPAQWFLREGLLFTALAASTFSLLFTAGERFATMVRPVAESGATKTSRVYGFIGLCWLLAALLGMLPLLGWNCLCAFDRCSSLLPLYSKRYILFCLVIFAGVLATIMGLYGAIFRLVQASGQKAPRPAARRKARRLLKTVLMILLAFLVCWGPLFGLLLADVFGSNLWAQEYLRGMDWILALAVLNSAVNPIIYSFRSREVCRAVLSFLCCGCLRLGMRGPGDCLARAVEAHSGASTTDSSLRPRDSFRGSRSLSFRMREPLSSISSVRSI
S1P4 agonist – agonists of human S1P4 receptor | O95977 | S1P4-expressing cell line, agonist reporter assay | activation, % at 4.98 µM | 220,000 tested, 0.35% active; in the data active = activation above about 11%;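 also: 0% = DMSO vehicle and 100% = reference agonist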
NPY-Y2 PAM-ag – human NPY-Y2 potentiation or agonism, primary screen | P49146 | cells expressing NPY-Y2, potentiator/agonist read-out | activation, % at 3.6 µM | 220,000 tested, 0.45% active; in the data active = activation above about 27%;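 also: cells stimulated with NPY near EC25 plus isoproterenol at EC100; 0% = vehicle plus submaximal agonist and 100% = vehicle plus saturating agonist; some results beyond the cut were filed as inactive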
NPY-Y1 PAM-ag – potentiators or agonists of human neuropeptide Y receptor Y1; NPY-Y1 expressing cells, potentiator/agonist activation; 220,000 tested, 0.37% active; activation, % at 3.6 µM; in the data active = activation above about 33%, passing the limit was not always enough;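 also: cells stimulated with NPY at EC10 then isoproterenol at EC100; 0% = low agonist plus stimulus and 100% = saturating agonist plus stimulus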
Target sequence (P25929 whole entry, looked up): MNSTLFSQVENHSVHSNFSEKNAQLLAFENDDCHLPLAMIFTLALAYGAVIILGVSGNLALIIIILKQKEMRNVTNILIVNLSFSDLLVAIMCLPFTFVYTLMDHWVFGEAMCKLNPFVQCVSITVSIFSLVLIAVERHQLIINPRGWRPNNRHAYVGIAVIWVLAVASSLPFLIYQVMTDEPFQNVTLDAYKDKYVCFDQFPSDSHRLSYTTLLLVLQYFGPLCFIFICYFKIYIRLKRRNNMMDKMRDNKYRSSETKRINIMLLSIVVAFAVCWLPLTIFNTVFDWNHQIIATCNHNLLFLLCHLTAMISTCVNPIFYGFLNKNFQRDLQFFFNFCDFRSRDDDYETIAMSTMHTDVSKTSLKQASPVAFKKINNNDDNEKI
EP2 modulator – modulates human prostaglandin E2 receptor EP2 signaling; AID 940; 260,000 tested, 0.83% active; induction, % at 25 µM; EP2-expressing cells, cAMP HTRF FRET, PGE2 co-stimulation;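 active = compounds whose cAMP rise, as percent of the full-agonist control response, exceeds 60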;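 also: rat C6 glioma line stably carrying human EP2 under a CMV promoter; the protocol text gives 20 µM as final concentration; 100% = response of wells given 1 µM PGE2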
zfTRPN1 agonist – zebrafish TRPN1 (NompC) channel agonism; HEK293 zebrafish TRPN1-YFP, Fluo-8 calcium fluorescence; 100% = response to 87 µM carbachol; activation, % at 3 µM; 220,000 tested, 0.18% active; AID 1424;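 active = activation above its plate's cutoff, the mean activation of test wells on that plate plus 3 SD, cut at about 19% in these data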;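 also: 0% = DMSO alone and 100% = 87 µM carbachol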
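Material: zebrafish TRPN1-YFP in HEK293 cells; Doses: single test compound dose, 3 µM nominal, 0.3% DMSO; Timing: dye loading 1 h at 37 °C, then 30 min room temperature; Technique: intracellular calcium fluorescence with Fluo-8; Benchmarks: high carbachol 87 µM, low DMSO alone.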
CHOP inhibitor – inhibitors of CHOP induction in ER stress response; CHO-K1 CHOP-promoter luciferase, tunicamycin-induced, 15-18 h; inhibition, % at 10 µM; 220,000 tested, 3.8% active; AID 2732;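 active = compounds that reduced the stress-induced luciferase reporter signal by more than about 70% of percent inhibition, limit read from the data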;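 also: 0% = tunicamycin plus vehicle and 100% = wells without tunicamycin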
NPY-Y1 antag – NPY-Y1 (human) receptor antagonism; P25929; HEK293-CNG Y1 cells, membrane potential fluorescence; NPY at EC95, then isoproterenol; inhibition, % at 3.6 µM; 200,000 tested, 1% active; AID 1040;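 active = inhibition above the campaign mean inhibition of all tested compounds plus 3 SD, cut at about 20% in these data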;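 also: 0% = DMSO wells given NPY plus isoproterenol and 100% = isoproterenol alone without NPY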
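Material: HEK293 cells co-expressing NPY Y1 receptor and cyclic-nucleotide gated channel. Timing: compound incubation 1 h at room temperature, readout 45 min post-stimulation. Signal: fluorescence, membrane potential probe.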
* = called active by the depositor; nt = not tested or not shown; & = joins results of further samples.

Value order – TRPML3 ag	S1P4 antagonist	S1P4 agonist	NPY-Y2 PAM-ag	NPY-Y1 PAM-ag	EP2 modulator	zfTRPN1 agonist	CHOP inhibitor	NPY-Y1 antag
O=C1NC(=O)C(CC(=O)N(Cc2cccs2)C2(C(=O)NC3CCCCC3)CCCCC2)N1 (configuration not stated)
→ 0.1	-8	2.1	5	-16	16	0.2	-18	-3
CC(=O)N1CC=CC1(CC(C)C)C(=O)NCCc1c[nH]c2ccccc12 (configuration not stated)
→ 0.2	0	1.3	4	-6	26	1.4	-5	7
COc1cc(NC(=O)CN(c2ccc(C)cc2)S(=O)(=O)c2c(C)n[nH]c2C)cc(OC)c1
→ -0.6	-2	0.2	14	13	3	-1.6	-1	-2
Cc1c(NC(=O)c2ccc(-c3cccc([N+](=O)[O-])c3)o2)c(=O)n(-c2ccccc2)n1C
→ 0.5	-7	0.6	7	8	-12	1.1	12	0
COc1ccc(/C=N/c2c(-c3ccco3)nc3ccccn23)cc1OC
→ 0.7	5	1.3	-2	8	6	1.3	10	0
COc1ccc(CN(C)C(=O)COC(=O)c2c(-c3ccccc3Cl)noc2C)cc1
→ -0.1	-2	0.5	-3	-1	0	0.7	34	5
CN(Cc1ccccc1)C(=O)c1c[nH]c2ccc(S(=O)(=O)N3CCOCC3)cc2c1=O
→ 0.1	-3	-0.2	-2	11	13	-0.1	38	0
CCc1nn(CC(=O)Nc2ccc(Br)c(C)c2)c(=N)s1
→ 0.8	-14	-1.9	-3	-10	-19	1.6	-10	1
COc1cccc(NC(=O)CSCC(=O)Nc2ccccc2)c1
→ 0.9	-14	2.4	7	11	15	0.0	10	-3
COc1cc(C)c(S(=O)(=O)NCc2ccc3c(c2)OCO3)cc1C
→ -1.3	-4	1.9	-14	-12	24	1.7	38	7
CCOc1ccc(CCNC(=O)CN(C)S(=O)(=O)c2ccc3c(c2)CCC(=O)N3)cc1OCC
→ -0.7	5	1.4	-14	-15	-28	0.3	4	0
COc1ccc(/C(N)=N/OC(=O)Cc2ccc(C)cc2)cc1
→ 0.0	-14	0.8	-3	-39	-12	-1.1	-18	11
COc1ccc(N(C(=O)CCC(=O)Nc2cc(C)on2)C(C(=O)NC2CCCC2)c2ccco2)cc1 (configuration not stated)
→ 0.4	-14	0.1	-4	-7	13	-1.4	12	1
CC1(C)Cc2c(sc3nc(N/N=C/c4ccccc4)[nH]c(=O)c23)CO1
→ 0.2	-14	1.3	-2	5	-11	1.6	81*	-2
CCOC(=O)c1c(NC(=O)CCN2C(=O)c3cccc([N+](=O)[O-])c3C2=O)sc(C(=O)OC(C)C)c1C
→ 0.4	-32	-0.2	-14	-11	18	2.1	1	4
Cc1cccc2cc(C#N)c(NCCNC(=O)COc3ccccc3)nc12
→ -0.5	11	0.1	5	6	-78&-67	-0.9	23	2
Nn1c(SCC(=O)Nc2ccc3c(c2)OCCO3)nnc1-c1ccccn1
→ 0.6	-23	-0.5	-3	-3	36	-0.6	-1	-4
O=C(Nc1ncc(S(=O)(=O)c2ccc([N+](=O)[O-])cc2)s1)c1ccccc1F
→ 4.1	9	0.6	11	-4	-35	6.5	15	nt
O=C(Nc1ccc(-c2nc3ccc(NC(=O)c4cccs4)cc3[nH]2)cc1)c1cccs1
→ 0.6	-2	-0.3	-13	-5	6	0.7	17	0
Cc1c(C)c(C)c(S(=O)(=O)N2CCNCC2)c(C)c1C
→ 0.7	1	0.2	-5	-22	22	-0.7	13	19
Cc1ccc(CNC(=O)C2CCCN(Cc3cnn(-c4ccccc4)c3-n3cccc3)C2)cc1 (configuration not stated)
→ -0.5	4	2.3	-1	-24	-16	-0.8	62	1
COc1ccc(C(C)n2c(C)c3c(C)nnc(C)c3c2C)cc1 (configuration not stated)
→ 1.0	-6	-0.6	-18	-5	-3	0.5	-3	1
O=C(CCCOc1ccccc1)N1CCN(S(=O)(=O)c2cccs2)CC1
→ 0.8	0	0.2	0	3	-15	-0.7	2	6
CC(C)NC(=O)C1CCN(C2CCN(C(=O)C3=CCCC3)CC2)CC1
→ 0.6	-3	-1.9	-6	-6	-2	0.7	2	-2
CCOC(=O)COc1nc(-c2ccco2)cc(-c2ccco2)c1C#N
→ -1.4	1	1.9	-33	-7	39	-1.1	44	nt
COc1ccc2[nH]c(=O)c(CN(CC3CCCO3)C(=O)Nc3ccccc3OC)cc2c1 (configuration not stated)
→ 0.3	6	0.7	21	5	2&-32	0.5	31	4
Cc1ccc(Nc2ccc(C(F)(F)F)cc2[N+](=O)[O-])cc1
→ -0.1	0	0.4	11	-7	36	0.6	34	6
Cc1sc2nc(SCc3ccc(C(=O)O)cc3)n(Cc3ccco3)c(=O)c2c1C
→ -0.6	13	-1.1	56*	27	82*	-1.0	4	nt
Cc1ccc(CNC(=O)CSCc2ccccc2F)cc1
→ -0.7	-15	-0.4	-5	-13	-7	-3.0	-18	5
Cc1nn(C(C)C(=O)O)c(C)c1[N+](=O)[O-] (configuration not stated)
→ 0.2	-16	-0.3	12	10	-4	0.5	15	1

EP2 modulator, hit marks shown above
Compound	TRPML3 ag	S1P4 antagonist	S1P4 agonist	NPY-Y2 PAM-ag	NPY-Y1 PAM-ag	EP2 modulator	CHOP inhibitor	NPY-Y1 antag
Cc1sc2nc(SCc3ccc(C(=O)O)cc3)n(Cc3ccco3)c(=O)c2c1C	-0.6	13	-1.1	56*	27	82*	4	nt

(list continues)
Value order – TRPML3 ag	S1P4 antagonist	S1P4 agonist	NPY-Y2 PAM-ag	NPY-Y1 PAM-ag	EP2 modulator	zfTRPN1 agonist	CHOP inhibitor	NPY-Y1 antag
Cc1csc(-c2cnn(-c3ccccc3)c2NC(=O)c2ccccc2)n1
→ -0.6	2	1.2	-5	-12	34	-0.3	9	2
CCOc1cc(NC(=S)N2CCC(C(N)=O)CC2)c(C(=O)OC)cc1OCC
→ 0.2	-6	0.8	11	-5	0	0.9	-7	3
NC(=O)COc1ccc(=O)n(-c2ccccc2)n1
→ 0.3	-3	1.1	4	7	9	1.2	-10	2
Cc1ccc(C(=O)/C=C/NCc2ccc(F)cc2)cc1
→ 0.8	-12	0.7	16	15	-46	0.5	-2	6
Cc1cccc(CSc2nc3c(c(=O)[nH]2)CCCC3)c1
→ 1.0	9	4.0	7	-12	38	0.2	51	3
O=C(NCc1ccco1)C12CC3CC(C1)CC(C(=O)NCc1ccco1)(C3)C2
→ 0.3	-3	0.3	-21	-5	4	0.9	-22	2
CC(C)(C)C(=O)Nc1ccccc1C(=O)N1CCCC1
→ -0.3	-18	0.2	3	-14	10	0.2	1	-6
O=C(NC1CCCCCC1)C(=S)NCc1ccccc1
→ -0.2	15	1.6	-14	0	2	-0.1	-5	2
CCNc1nc(NCC)nc(SCCOc2ccc(C)cc2)n1
→ -0.6	28	-0.8	10	-18	82*	-2.4	47	8
Cc1ccc(-c2[nH]c(-c3ccc(C(=O)O)cc3)nc2-c2ccccc2)cc1
→ -0.2	-7	-0.8	8	16	12	-0.6	-25	-3
CC(N)C12CC3CC(C1)CC(C(C)N)(C3)C2 (configuration not stated)
→ 0.2	-7	3.6	22	-2	11	-2.4	27	0
CC(C)c1ccc(NC(=S)NCc2ccc3c(c2)OCO3)cc1
→ 0.2	-19	3.5	2	4	-47	0.0	14	13
COc1ccc(-c2nnc(SCc3csc(N)n3)n2C)cc1
→ 0.7	-20	-0.5	-10	-4	3	1.3	21	-2
COc1ccc(N(CC(=O)N2CCc3ccccc3C2)S(C)(=O)=O)cc1OC
→ 0.4	-6	4.6	-10	-28	21	-0.4	-15	8
C=CCn1c(=O)[nH]c2nc3cc(N=CN(C)C)c(C)cc3nc2c1=O
→ 8.6	-1	0.9	-2	6	0	27*	-11	nt
Cc1nnc(SCCn2c(N(C)Cc3ccccc3)nc3c2c(=O)n(C)c(=O)n3C)s1
→ -0.3	-2	-2.0	-15	-28	nt	-1.3	nt	5
COc1ccc(C(=O)/C=C/c2ccccc2)c(OC)c1
→ -0.2	9	0.1	-26	-5	2	-1.1	-97	12
COc1ccc(C2C(C(=O)NCCCN3CCOCC3)c3ccccc3C(=O)N2c2ccc(OC)cc2)cc1 (configuration not stated)
→ 0.4	-13	-1.2	1	7	-21	-1.2	15	-2
COC(=O)Cc1ccc(NC(=O)C(c2ccccc2)c2ccccc2)cc1
→ 0.5	3	-0.3	2	24	43	-0.3	2	3
CC(C)C(=O)Nc1ccnc(-c2cccnc2)n1
→ 0.4	-2	0.1	4	-12	14	0.8	17	4
CSc1sc(C(=O)NN)c2c1C1(CCC2)SCCS1
→ 0.8	13	0.3	16	-1	-12	1.0	-1	nt
COc1ccccc1NCC(O)COc1ccc(C(C)(C)C)cc1 (configuration not stated)
→ -0.3	0	-0.5	5	3	-2	-2.1	105*	-6
Cc1ccc(C)c(-c2nn(-c3cc(N4CCN(CCO)CC4)ccc3[N+](=O)[O-])c(=O)c3ccccc23)c1
→ 0.9	-29	1.2	-14	-11	21	0.4	50	4
Cc1cc(O)c(-c2cc(C(=O)Nc3cccnc3)[nH]n2)cc1C
→ 0.6	-3	1.3	7	15	-63	0.0	-7	nt
O=C(O)c1ccnc(Cl)c1
→ 1.0	-9	-0.7	10	-5	27	0.5	-10	2
O=C(NCc1ccco1)c1scc2c1OCCO2
→ 0.5	1	0.7	7	-5	21	0.4	3	3
COc1cc(S(=O)(=O)Nc2ccc(Br)cc2)ccc1N
→ 0.6	-9	0.5	11	7	-14	0.2	8	-2
COc1cc2nc(CN3CCN(C(c4ccccc4)c4ccccc4)CC3)[nH]c(=O)c2cc1OC
→ 1.1	-4	-0.5	-8	8	15	0.2	1	nt
CCn1cc(C(=O)N2CCN(c3ccc(OC)cc3)CC2)c2cc(OC)c(OC)cc2c1=O
→ 0.3	8	-1.9	5	-9	6	1.1	-9	0
CC(C)n1nnnc1SCC(=O)c1ccc2c(c1)OCCO2
→ 0.9	-19	1.0	-8	-11	-3	0.4	28	2
Cc1cccc(C)c1-n1c(C)cc(/C=N\NC(=O)CC(=O)NC2CCCCC2)c1C
→ 0.2	-13	1.7	-3	-16	20	1.0	59	17
COCCOC(=O)C1=C(C)OC(N)=C(C#N)C1c1cc2cccc(C)c2nc1Cl (configuration not stated)
→ 0.1	-5	3.0	-12	-15	11	-1.2	-24	8
Nn1c(SCc2cccc(Cl)c2)nnc1-c1ccncc1
→ 0.5	-20	0.6	2	12	13	0.0	11	nt
Cc1cccc(NC(=S)NC(=O)c2ccc(Br)o2)c1C
→ 1.0	1	0.7	-12	-17	-18	-0.5	-17	2
N#Cc1c(-c2ccccc2)nc(-c2ccccc2)nc1N1CCOCC1
→ 0.7	0	-0.2	-10	2	14	1.4	1	4
O=C1CC(NNc2ccccc2)C(=O)N1c1ccc(N2CCCCC2)cc1 (configuration not stated)
→ 1.5	-8	-0.5	-7	6	-32	3.7	0	3
O=C(NCc1cccc(Cl)c1)C1CCCO1 (configuration not stated)
→ 0.9	-8	1.7	16	13	-22	0.3	7	2

High-throughput results: PubChem, several laboratories
